Compound activity deposited in PubChem BioAssay by several laboratories.
AGP1-GFP MLPCN = yeast TOR pathway AGP1-GFP modulation; GFP response vs DMSO, % at 10 µM; S. cerevisiae AGP1-GFP multiplex flow cytometry, 3 h; GFP as percent of DMSO wells; actives 0.02% (n = 320,000);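 active means GFP response relative to DMSO above a set limit, near screen average plus 3 SD, cut at about 150% in these data; inconclusive means fewer than 70 cells counted for the yeast strain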;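 further: median GFP channel fluorescence of the gated AGP1 strain per well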
AHR activator = human AHR activation; P35869; AHR-responsive luciferase reporter cells, luminescence; activation, % at 5 µM; actives 2.5% (n = 320,000); AID 2796; in the data active means activation above about 47%;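 further: 0% = vehicle wells and 100% = reference agonist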
Target sequence (P35869 whole entry, looked up): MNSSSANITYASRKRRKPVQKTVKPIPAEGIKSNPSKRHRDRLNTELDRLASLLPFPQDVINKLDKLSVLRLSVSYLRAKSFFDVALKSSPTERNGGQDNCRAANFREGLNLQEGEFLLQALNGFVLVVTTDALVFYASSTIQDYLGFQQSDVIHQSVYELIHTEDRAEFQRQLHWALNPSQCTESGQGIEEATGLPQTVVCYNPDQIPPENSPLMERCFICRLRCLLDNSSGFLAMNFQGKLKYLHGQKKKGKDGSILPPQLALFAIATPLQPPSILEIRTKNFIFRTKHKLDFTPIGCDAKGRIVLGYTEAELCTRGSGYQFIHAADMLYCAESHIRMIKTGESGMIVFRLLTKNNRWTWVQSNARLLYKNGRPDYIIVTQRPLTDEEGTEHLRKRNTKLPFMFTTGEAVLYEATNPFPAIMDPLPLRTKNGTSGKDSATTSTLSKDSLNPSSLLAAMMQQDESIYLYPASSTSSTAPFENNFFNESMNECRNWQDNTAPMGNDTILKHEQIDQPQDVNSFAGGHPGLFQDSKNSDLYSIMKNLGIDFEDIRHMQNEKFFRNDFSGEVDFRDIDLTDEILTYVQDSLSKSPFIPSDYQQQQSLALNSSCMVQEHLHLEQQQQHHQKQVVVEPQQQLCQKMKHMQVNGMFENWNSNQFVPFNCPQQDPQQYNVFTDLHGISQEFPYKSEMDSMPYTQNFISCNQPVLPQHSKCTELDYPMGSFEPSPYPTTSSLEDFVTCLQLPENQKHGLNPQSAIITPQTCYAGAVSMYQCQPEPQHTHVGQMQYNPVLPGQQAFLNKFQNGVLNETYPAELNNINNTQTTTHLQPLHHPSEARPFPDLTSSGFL
Efflux pump mplx = blocks antifungal efflux pumps in multiplex yeast assay; AID 485275; S. cerevisiae Candida pump triplex, Nile Red efflux; inhibition, % at 10 µM; actives 0.44% (n = 330,000);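 active means plate passing quality check with inhibition over a set limit, or well fluorescence over plate mean plus 4 SD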;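 further: Nile Red retained in pooled yeast measured as flow cytometry median fluorescence; 0% = buffer negative control and 100% = Enniatin B positive control; higher means more Nile Red kept so more efflux inhibition; some compounds called inactive have numbers as strong as hits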
RPL19A TOR yeast = alters RPL19A-GFP fluorescence in TOR pathway yeast screen | percent response vs DMSO, % at 10 µM | AID 2025 | actives 0.3% (n = 330,000) | S. cerevisiae RPL19A-GFP strain, flow cytometry, 3 h; stronger effect = lower value;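 active means percent response vs DMSO below 50%; inconclusive means fewer than 70 events counted for the yeast strain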;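 further: median channel GFP fluorescence of the barcoded RPL19A-GFP strain; ratio of sample median GFP to plate DMSO average so 100% = DMSO; lower means less RPL19A-GFP as with rapamycin TOR inhibition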
LAP4-GFP MLPCN = yeast TOR pathway LAP4-GFP modulation; actives 0.34% (n = 320,000); AID 2023; S. cerevisiae LAP4-GFP multiplex, flow cytometry GFP, 3 h; median GFP as percent of DMSO wells; GFP response vs DMSO, % at 10 µM;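 active means GFP response vs DMSO above a set limit, about the screen mean plus 3 SD, cut at about 150% in these data; inconclusive means under 70 cell events counted for the yeast strain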
CIT2 TOR yeast = alters CIT2-GFP fluorescence in TOR pathway yeast screen; GFP response vs DMSO, % at 10 µM; actives 0.065% (n = 320,000); S. cerevisiae CIT2-GFP strain, flow cytometry, 3 h; 100 means same as DMSO wells;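 active means GFP response relative to DMSO above a set limit, near the screen mean plus 3 SD, cut at about 150% in these data; inconclusive means Fewer than 70 cells measured for a yeast strain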;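 further: ratio of well median GFP fluorescence to mean of DMSO wells on the plate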
MEP2-GFP yeast = alters MEP2-GFP fluorescence in TOR pathway yeast screen; GFP response vs DMSO, % at 10 µM; S. cerevisiae MEP2-GFP strain, flow cytometry GFP, 3 h; 100% = DMSO control level; actives 0.51% (n = 330,000);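 active means GFP response versus DMSO above a set limit, roughly screen mean plus 3 SD, cut at about 180% in these data; inconclusive means fewer than 70 cells counted for a yeast strain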;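 further: median GFP fluorescence of the barcode-gated MEP2-GFP cells per well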
Yeast superoxide = caloric restriction mimetics inhibiting age-related superoxide in yeast; S. cerevisiae aged cells, superoxide DHE fluorescence; stronger effect = lower value; AID 2690; actives 0.18% (n = 330,000); superoxide response (% of plate mean), % at 10 µM;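 active means superoxide response under a set limit, about three screen SD below normal, cut at about 65% in these data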;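 further: yeast aged for seven days with compound at 30 °C before DHE staining; 100% = average MFI of all compound-treated wells on the plate with controls excluded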
The depositor's hits bear a star; ? = inconclusive; nt = not tested or not shown; & = joins results of further samples; [ ] = dose if it differs, or a comment. A portion of the library; count on the stated rates, not on these rows.

Value order – AGP1-GFP MLPCN | AHR activator | Efflux pump mplx | RPL19A TOR yeast | LAP4-GFP MLPCN | CIT2 TOR yeast | MEP2-GFP yeast | Yeast superoxide
> N[C@@H](Cc1c[nH]c2ccc(O)cc12)C(=O)O
 : 90 | 7 | 0.0 | 102 | 105 | 80 | 101 | 102
> COc1cc([C@@H]2Oc3cc(C4Oc5cc(O)cc(O)c5C(=O)[C@H]4O)ccc3O[C@H]2CO)ccc1O (some centres not stated)
 : 95 | -1 | -0.1 | 99 | 104 | 98 | 95 | 104
> CC(C)=CCOc1c2ccoc2cc2oc(=O)ccc12
 : 94 | 51* | 0.1 | 93 | 109 | 83 | 105 | 96
> CC1Cc2ccccc2N1NC(=O)c1ccc(Cl)c(S(N)(=O)=O)c1 (configuration not stated)
 : 89 | 1 | 0.2 | 100 | 113 | 103 | 85 | 113
> Cc1cncn1CCc1nc2c3ccccc3nc(SCC(=O)Nc3cccc(Cl)c3)n2n1
 : 109 | -2 | -0.1 | 107 | 103 | 105 | 109 | 80
> CCCc1nc(C(C)(C)O)c(C(=O)O)n1Cc1ccc(-c2ccccc2-c2nn[nH]n2)cc1
 : 102 | -3 | 0.0 | 104 | 110 | 102 | 98 | 101
> O=C(O)CCC(=O)c1ccc(-c2ccccc2)cc1
 : 97 | 0 | 0.1 | 102 | 105 | 84 | 102 | 98
> CC1(C)O[C@H]2CC(=O)OC[C@@]23C1CC(=O)[C@]1(C)C3CC[C@@]2(C)[C@H](c3ccoc3)OC(=O)[C@H]3O[C@]321 (some centres not stated)
 : 102 | 0 | -0.4 | 97 | 108 | 98 | 96 | 109
> CCc1ccc(CCOc2ccc(CC3SC(=O)NC3=O)cc2)nc1 (configuration not stated)
 : 84 | -1 | 0.3 | 97 | 107 | 82 | 94 | 103
> CNCCCN1c2ccccc2CCc2ccccc21
 : 86 | -3 | 0.0 | 100 | 104 | 85 | 98 | 104
> Oc1cc2c(cc1O)[C@H]1c3ccc(O)c(O)c3OC[C@@]1(O)C2
 : 112 | -1 | 0.0 | 105 | 103 | 96 | 108 | 84
> CCC(NC(C)C)C(O)c1ccc(O)c2[nH]c(=O)ccc12 (configuration not stated)
 : ? | -2 | 0.0 | 42*[may fluoresce violet] | 104[may fluoresce violet] | ? | 186*[may fluoresce violet] | 97
> CCn1cc(C(=O)O)c(=O)c2cnc(N3CCNCC3)nc21
 : 87 | -1 | 0.1 | 97 | 126 | 87 | 95 | 105
> COc1ccccc1N1CCN(CCCN=C2CC(=O)N(C)C(=O)N2C)CC1
 : 108 | -1 | 0.0 | 105 | 93 | 108 | 107 | 86
> Cc1c(C(=O)O)c(O)cc2c1C(=O)c1c(O)c([C@@H]3O[C@H](CO)[C@@H](O)[C@H](O)[C@H]3O)c(O)c(O)c1C2=O
 : 122 | -1 | -0.4 | 121 | 119 | 115 | 111 | 134
> C[N+]1(C)CCC(=C(c2ccccc2)c2ccccc2)CC1
 : 90 | -2 | 0.0 | 94 | 111 | 87 | 88 | 101
> C1COC(NC(C2CC2)C2CC2)=N1
 : 89 | -4 | 0.0 | 96 | 107 | 84 | 92 | 99
> CC(=O)Nc1ccc(CC(=O)O)cc1
 : 97 | -4 | 0.0 | 98 | 98 | 95 | 94 | 104
> C/C=C/C(=O)N(CC)c1ccccc1C
 : 111 | -2 | 0.0 | 106 | 99 | 118 | 102 | 82
> CCN(CC)CCOC(=O)c1ccc(N)cc1
 : 90 | -3 | -0.3 | 97 | 99 | 107 | 90 | 87
> C/C=C(/C)C(=O)OC(C)(C)[C@@H]1Cc2c(ccc3ccc(=O)oc23)O1
 : 82 | -1 | -0.1 | 99 | 111 | 88 | 89 | 96
> CC(=O)CCCCn1c(=O)c2c(ncn2C)n(C)c1=O
 : 86 | -4 | -0.1 | 98 | 105 | 92 | 93 | 90
> CC12CCC(=O)C=C1CCC1C2CCC2(C)C1CCC2(O)C(=O)CO (configuration not stated)
 : 98 | 1 | 0.1 | 107 | 112 | 104 | 94 | 105
> Nc1nc(O)c(N=Nc2ccc(S(N)(=O)=O)cc2)c(=O)[nH]1
 : 99 | nt | -0.1 | 105 | 93 | 108 | 104 | 106
> COc1ccc(C2CNC(=O)C2)cc1OC1CCCC1 (configuration not stated)
 : 84 | -2 | -0.1 | 99 | 126 | 76 | 100 | 118
> CCCCNc1ccc(C(=O)OCCN(C)C)cc1
 : 87 | 4 | 0.0 | 94 | 103 | 79 | 93 | 97
> Cc1ccc(N(CC2=NCCN2)c2cccc(O)c2)cc1
 : 91&95&91 | 3&-2&3 | 0.0&0.0&-0.1 | 102&104&104 | 107&134&111 | 89&86&121 | 102&104&100 | 101&108&88
> COC(=O)C1=CO[C@@H](O[C@@H]2O[C@H](CO)[C@@H](O)[C@H](O)[C@H]2O)C2C1C[C@H](O)[C@@H]2C (some centres not stated)
 : 96 | 0 | 0.1 | 102 | 104 | 97 | 94 | 83
> O=c1oc2c(O)c(O)cc3c(=O)oc4c(O)c(O)cc1c4c23
 : 102 | 1 | 0.0 | 95 | 93 | 90 | 89 | 89
> CCCCCC(=O)O[C@]1(C(C)=O)CC[C@H]2[C@@H]3CCC4=CC(=O)CC[C@]4(C)[C@H]3CC[C@@]21C
 : 90 | -2 | 0.2 | 101 | 106 | 80 | 92 | 106
> CCCCNc1ccc(C(=O)OCCOCCOCCOCCOCCOCCOCCOCCOCCOC)cc1
 : 86 | -2 | 0.1 | 98 | 103 | 82 | 96 | 110
> Oc1ccc(C2CNCCc3c2cc(O)c(O)c3Cl)cc1 (configuration not stated)
 : 100&104 | -4&0 | 0.0&-0.1 | 102&100 | 108&108 | 96&101 | 97&98 | 97&92
> NOCC(=O)O
 : 92 | -2 | 0.0 | 100 | 107 | 107 | 94 | 99
> Cc1cccc2c1NC(=O)C2(c1ccc(O)cc1)c1ccc(O)cc1
 : 102 | 14 | -0.1 | 103 | 96 | 109 | 101 | 123
> CCOC(=O)[C@H](CCc1ccccc1)N[C@@H](C)C(=O)N1Cc2ccccc2C[C@H]1C(=O)O
 : 84 | 15 | 0.0 | 100 | 105 | 75 | 96 | 107
> Cc1ccc(=O)n(-c2ccccc2)c1
 : 96 | 14 | 0.2 | 98 | 103 | 98 | 97 | 107
> CN1CCCN=C1COC(=O)C(O)(c1ccccc1)C1CCCCC1 (configuration not stated)
 : 97 | -1 | 0.0 | 103 | 96 | 89 | 100 | 100
> NC1CCN(c2nc3c(cc2F)c(=O)c(C(=O)O)cn3-c2ccc(F)cc2F)C1 (configuration not stated)
 : 96 | -2 | 0.5 | 100 | 103 | 90 | 100 | 92
> COc1cc(-c2oc3cc(O)cc(O)c3c(=O)c2O[C@@H]2O[C@H](COC3O[C@@H](C)[C@H](O)[C@@H](O)[C@H]3O)[C@@H](O)[C@H](O)[C@H]2O)ccc1O (some centres not stated)
 : 98 | 1 | 0.1 | 99 | 102 | 93 | 98 | 100
> O=C(O)c1cccnc1Nc1cccc(C(F)(F)F)c1
 : 85 | 2 | -0.1 | 96 | 105 | 80 | 94 | 98

Structural class: the entries above containing four or more nitrogen atoms (7)
Value order – AGP1-GFP MLPCN | AHR activator | Efflux pump mplx | RPL19A TOR yeast | LAP4-GFP MLPCN | CIT2 TOR yeast | MEP2-GFP yeast | Yeast superoxide
> Cc1cncn1CCc1nc2c3ccccc3nc(SCC(=O)Nc3cccc(Cl)c3)n2n1
 : 109 | -2 | -0.1 | 107 | 103 | 105 | 109 | 80
> CCCc1nc(C(C)(C)O)c(C(=O)O)n1Cc1ccc(-c2ccccc2-c2nn[nH]n2)cc1
 : 102 | -3 | 0.0 | 104 | 110 | 102 | 98 | 101
> CCn1cc(C(=O)O)c(=O)c2cnc(N3CCNCC3)nc21
 : 87 | -1 | 0.1 | 97 | 126 | 87 | 95 | 105
> COc1ccccc1N1CCN(CCCN=C2CC(=O)N(C)C(=O)N2C)CC1
 : 108 | -1 | 0.0 | 105 | 93 | 108 | 107 | 86
> CC(=O)CCCCn1c(=O)c2c(ncn2C)n(C)c1=O
 : 86 | -4 | -0.1 | 98 | 105 | 92 | 93 | 90
> Nc1nc(O)c(N=Nc2ccc(S(N)(=O)=O)cc2)c(=O)[nH]1
 : 99 | nt | -0.1 | 105 | 93 | 108 | 104 | 106
> NC1CCN(c2nc3c(cc2F)c(=O)c(C(=O)O)cn3-c2ccc(F)cc2F)C1 (configuration not stated)
 : 96 | -2 | 0.5 | 100 | 103 | 90 | 100 | 92
